# Screening data: PubChem, National Center for Advancing Translational Sciences (NCATS)
# USP1 inh: USP1/UAF1 (human) deubiquitinase inhibition; recombinant USP1/UAF1, Ub-Rhodamine cleavage fluorescence; Potency, µM (titrated, usually from 57.1 µM), for the others: at the highest dose activity change, negative = inhibition, usual class: inhibitors; O94782; 390,000 compounds, 0.23% hits; also: % is scaled to controls: 0 for no effect and ±100 for the full control effect; nearly all actives have a fitted effect of over 60% in size; inactives centre near -12
#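 Step one: compound is pinned into 1nM USP1/UAF1 in HEPES pH 7.8 buffer with TCEP. Step two: 15 min room-temperature incubation. Step three: Ub-Rho (150nM final) starts cleavage, tracked by fluorescence over six one-minute reads.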
# TrxR1 substrate: rat thioredoxin reductase 1 substrate activity; purified TrxR1 substrate turnover, NADPH consumption readout; O89049; AID 588456; Potency, µM (highest dose often 114 µM), for the others: at the highest dose activity change, negative = substrate turnover; 390,000 compounds, 0.01% hits; also: % is scaled to controls: 0 for no effect and ±100 for the full control effect; nearly all actives have a fitted effect of over 50% in size
# Target sequence (O89049 whole entry, looked up): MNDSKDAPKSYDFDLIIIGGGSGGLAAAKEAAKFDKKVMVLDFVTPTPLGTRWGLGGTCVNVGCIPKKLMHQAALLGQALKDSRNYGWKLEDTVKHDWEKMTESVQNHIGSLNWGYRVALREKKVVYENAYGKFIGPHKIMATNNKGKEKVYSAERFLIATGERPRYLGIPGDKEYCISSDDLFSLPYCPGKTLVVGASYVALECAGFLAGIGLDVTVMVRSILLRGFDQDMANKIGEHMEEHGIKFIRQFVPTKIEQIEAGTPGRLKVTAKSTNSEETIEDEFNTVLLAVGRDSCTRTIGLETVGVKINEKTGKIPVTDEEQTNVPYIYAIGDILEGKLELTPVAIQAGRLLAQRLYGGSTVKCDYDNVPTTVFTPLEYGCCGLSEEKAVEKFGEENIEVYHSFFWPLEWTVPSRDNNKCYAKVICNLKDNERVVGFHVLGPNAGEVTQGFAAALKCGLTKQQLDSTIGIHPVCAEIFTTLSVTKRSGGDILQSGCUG
#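 Rat TrxR1, dispensed at 90 nM, was prereduced with 400 uM NADPH (final) for 5 min at ~22 deg C, then incubated with compound 15 min before 400 uM selenite. A first-read NADPH fluorescence drop versus no-compound background flagged substrates.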
# mIDH1 inhibitor: human IDH1 R132H inhibition. O75874. IDH1-R132H enzyme, NADPH consumption, diaphorase/resazurin fluorescence. Potency, µM (titrated, usually from 76.6 µM), without a hit: at the highest dose activity change, negative = inhibition, usual class: inhibitors. 390,000 compounds, 0.093% hits. AID 602179; also: % is scaled to controls: 0 for no effect and ±100 for the full control effect; nearly all actives have a fitted effect of over 65% in size
#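 IDH1-R132H (0.5 ug/mL dispensed) in pH 7.5 Tris buffer was preincubated 30 min with compound, then given a substrate mix of 0.016 mM NADPH and 2 mM alpha-KG for 80 min at room temperature; remaining NADPH was read by diaphorase/resazurin fluorescence.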
# RXFP1 agonist: agonists of human relaxin receptor RXFP1. Q9HBX9. HEK293T-RXFP1 cAMP TR-FRET, 30 min; response scale: percent of porcine relaxin response, buffer zero. Potency, µM (highest dose often 57.5 µM), without a hit: top-dose activation, hits mostly activators. 370,000 compounds, 0.3% hits; also: % is scaled to controls: 0 for no effect and ±100 for the full control effect; nearly all actives have a fitted effect of over 60% in size; many of its hits are not listed in these tables
#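 cAMP rise read by TR-FRET after 30 min, 37C compound exposure (up to 58 uM) in RXFP1-transfected HEK293 cells with Ro 20174 present. EC50 from Hill-equation fits, with 29 nM porcine relaxin as 100% and buffer as basal.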
# TrxR1 inh: rat TrxR1 inhibition | O89049 | recombinant rTrxR1, NADPH fluorescence consumption, selenite substrate | Potency, µM (series often up to 114 µM), without a hit: top-dose activity change, negative = inhibition, actives largely listed as inhibitors | 390,000 compounds, 1% hits; also: % is scaled to controls: 0 for no effect and ±100 for the full control effect; nearly all actives have a fitted effect of over 65% in size
#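 Rat TrxR1 (90 nM in the dispensed reagent) was pre-reduced with 400 uM NADPH for 5 min at room temperature, then incubated with compound for 15 min. After 400 uM selenite was added, NADPH fluorescence (Ex 340/Em 450 nm) was followed for 8 min.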
# 12-LOX inh: blocks human arachidonate 12S-lipoxygenase | 580,000 compounds, 1.1% hits | Potency, µM (series often up to 108 µM), inactives show top-dose activity change, negative = inhibition, hits mostly inhibitors | purified 12hLO, xylenol orange hydroperoxide absorbance | AID 1671190; also: % is scaled to controls: 0 for no effect and ±100 for the full control effect
#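 Purified human 12hLO at 150 nM in 25 mM Hepes, 0.01% Triton X-100, pH 7.0, preincubated 15 min at room temperature with compound. Reaction started with 40 uM arachidonic acid, 30 min at room temperature. Hydroperoxide measured by Fe-xylenol orange, 573/405 nm absorbance ratio.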
# Vif-APOBEC3F blk: inhibitors of Vif-A3F interaction; HeLa A3F-eYFP + Vif (tagged APOBEC3F with the HIV-1 protein that degrades it), YFP fluorescence increase; Potency, µM (series often up to 46.1 µM), for the others: at the top dose activity, negative = active; 390,000 compounds, 0.2% hits; also: % of control where 0% means no effect; nearly all actives have a fitted effect of over 65% in size
#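 Fluorescence increase (Ex 488/Em 500-530) after overnight compound treatment at 37 deg C flags inhibition of Vif-driven A3F-eYFP loss in stable HeLa A3F-eYFP/Vif cells seeded overnight beforehand.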
# Vif-A3G inh: inhibitors of Vif-APOBEC3G interaction; AID 602310; Q9HC16; HeLa A3G-eYFP + Vif (tagged APOBEC3G with the HIV-1 protein that degrades it), YFP fluorescence, overnight; 410,000 compounds, 0.076% hits; Potency, µM (top dose mostly 46.1 µM), without a hit: top-dose activity, negative = active, hits mostly inhibitors;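 also: % is scaled to controls: 0 for no effect and ±100 for the full control effect; nearly all actives have a fitted effect of over 60% in size; hits raise eYFP signal because A3G escapes Vif-driven loss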
#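 HeLa cells stably expressing Vif and C-terminally eYFP-tagged A3G, seeded overnight at 37 deg C, then exposed to compound by pintool overnight at 37 deg C. Rise in yellow fluorescence (Ex 488/Em 500-530, Acumen) marks blocked Vif-driven A3G degradation.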
# RGS4 inh: human RGS4 inhibition. P49798. Transcreener GDP fluorescence polarization, RGS4-accelerated GTP hydrolysis. Potency, µM (highest dose often 114 µM), for inactives: top-dose activity change, negative = inhibition, usual class: inhibitors. 390,000 compounds, 0.039% hits. AID 504845; also: % is scaled to controls: 0 for no effect and ±100 for the full control effect; nearly all actives have a fitted effect of over 75% in size; some results filed as inactive show a strong effect at the top dose
# Target sequence (P49798 whole entry, looked up): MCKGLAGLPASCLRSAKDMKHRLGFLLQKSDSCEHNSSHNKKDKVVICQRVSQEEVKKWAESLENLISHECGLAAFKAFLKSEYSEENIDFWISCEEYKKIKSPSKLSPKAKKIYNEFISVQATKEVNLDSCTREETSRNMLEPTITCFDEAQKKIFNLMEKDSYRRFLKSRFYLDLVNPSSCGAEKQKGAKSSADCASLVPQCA
#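 MLSMR compounds (23 nl, pin-transferred) preincubated 10 min at room temperature with a 500nM (2x) first reagent, then RGS4 at 900nM (2x) plus Transcreener GDP mix added; fluorescence polarization (620/688 nm) read before and after 90 min at 30 °C.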
# * = called active by the depositor; u = inconclusive; x = no result given; [ ] = another dose, or the depositor's remark. Calls follow the shape of the dose curve; as a rule, active = well fitted curve in the direction sought with a large enough effect; inconclusive = small, poorly fitted or top-dose-only effect, or another doubt; inactive = no such curve, though single readings can be large; an effect the other way counts as inactive or inconclusive. Potency is read from the fitted curve at half-maximal effect.
SMILES,USP1 inh,TrxR1 substrate,mIDH1 inhibitor,RXFP1 agonist,TrxR1 inh,12-LOX inh,Vif-APOBEC3F blk,Vif-A3G inh,RGS4 inh
COc1ccccc1C(=O)Nn1c(-c2cccs2)nc2ccccc2c1=O,-9%,-3%,-1%,0.1%,25%,-8%,1%,1%,23%[11.4 µM]
COc1ccc2c(c1)C(=O)c1ccccc1CO2,-18%,2%[57.1 µM],4%,1.0%,u,11%,9%,-4%,-24%
Cc1ccc([N+](=O)[O-])c(OCCN2CCC(Cc3ccccc3)CC2)c1,-17%,5%[57.1 µM],-1%,0.6%,8%[57.1 µM],u,-30%,-4%,6%
Oc1ccccc1CNc1ccc(OC(F)(F)F)cc1,-3%,-8%,0%,-0.2%,30%[57.1 µM],-15%,5%,-5%,5%
COCc1cc(=O)n2[nH]c(-c3ccsc3-n3c(C)ccc3C)cc2n1,-24%,9%[57.1 µM],-1%,0.6%,u,u,1%,-3%,-34%[11.4 µM]
O=C1C2C3C=CC(CC3)C2C(=O)N1c1ccc(Br)cc1[N+](=O)[O-] (configuration not stated),-5%,-2%,9%,0.0%,5%,-18%,2%,-2%,7%
CCCOc1cccc(C(=O)NCCNC(=O)c2ccccn2)c1,-17%,6%,1%,0.5%,26%,-11%,5%,-4%,0%
Cc1oc(/N=C/c2ccccc2)c(C#N)c1C,-8%,6%[57.1 µM],2%,-0.9%,-57%,u,3%,1%,16%
CCOC(=O)Cc1nc2cc(Cl)ccc2o1,-5%,8%[57.1 µM],23%,-1.0%,14%[57.1 µM],-3%,-9%,-2%,4%
O=C(Nc1ccccc1)Nc1ccc(Cl)c(S(=O)(=O)N2CCOCC2)c1,-19%,-4%,-12%,-0.3%,9%,0%,-4%,4%,6%
COc1ccccc1C1Nc2c(sc3nc(C)cc(C)c23)C(=O)N1c1ccccc1 (configuration not stated),-28%,79%[activator],-1%,12%,94%[activator],-24%,-2%,-9%,24%
Cc1c(CC(=O)N[C@@H](C)C(=O)O)c(=O)oc2cc3c(cc12)CCC(C)(C)O3,-1%,390%[activator],18%,6.4%,19%,53%,-3%,1%,17%
CC(Sc1nnc(-c2ccc(Cl)cc2)n1C)C(N)=O (configuration not stated),-13%,-3%,2%,-0.1%,-14%,0%,-1%,0%,-5%
Cc1cc(C(=O)N/N=C/c2cccn2C)n[nH]1,-2%,-5%[57.1 µM],6%,0.5%,7%[57.1 µM],-15%,0%,0%,-19%
Cc1cccc(C)c1OCC(=O)NCc1nnc(SCC(=O)NC2CCCCC2)n1C,-16%,7%,3%,0.8%,16%,-1%,-3%,-1%,-42%
COC(=O)C(NC(C)=O)(Nc1ccccn1)C(F)(F)F (configuration not stated),-11%,-8%,14%,0.2%,-7%,2%,-1%,-2%,-13%
Cc1ccc(C)c(S(=O)(=O)N2CCCOC2CNC(=O)C(=O)NCc2ccccn2)c1 (configuration not stated),-6%,3%,0%,0.2%,13%,128%[activator],-13%,1%,-10%
CC(C)Cc1cc(C(=O)Nc2sc3c(c2C#N)CCCC3)no1,-21%,7%[57.1 µM],0%,-0.2%,19%[57.1 µM],3%,-9%,-12%,-49%
CCOC(=O)/C=c1\s/c(=C\c2ccc3cc(OC)ccc3c2)c(=O)n1CC(=O)NCC1CCCO1 (configuration not stated),u,11%[57.1 µM],8%,2.3%,14%[57.1 µM],-6%,u,u,21%
C#CCn1c(C2CC(=O)N(c3ccc(OC)cc3)C2)nc2ccccc21 (configuration not stated),-8%,-5%,5%,-1.3%,15%,-25%,1%,-1%,5%
Cc1cccc(C(=O)OCc2cncs2)c1,-22%,5%,-9%,1.2%,17%,-3%,u,-9%,0%
N/C(=N\OC(=O)c1ccc(Cl)cc1Cl)c1ccccn1,-13%,-3%,3%,-1.8%,14%,-16%,u,0%,12%[11.4 µM]
O=C(NCc1cccc(F)c1)C1CCC(=O)N(C2CC2)C1 (configuration not stated),-23%,5%,5%,5.5%,29%,-7%,2%,2%,-4%
CCCNC(=O)c1nn2c(C(F)(F)F)cc(-c3ccccc3)nc2c1Cl,-23%,10%,1%,5.7%,6%[57.1 µM],24%,-1%,-9%,6%
O=c1c(Cc2c(F)cccc2Cl)c(O)ccn1CC1CCCO1 (configuration not stated),-8%,3%,-5%,1.3%,8%,3%,-21%,-1%,3%
# Carrying on:
SMILES,USP1 inh,TrxR1 substrate,mIDH1 inhibitor,RXFP1 agonist,TrxR1 inh,12-LOX inh,Vif-APOBEC3F blk,Vif-A3G inh,RGS4 inh
CCOC(=O)c1sc(NC(=O)/C=C/c2cnn(C)c2C)c(C(=O)OC(C)C)c1C,-4%,56%[activator],2%,2.1%,34%,-17%,-15%,0%,7%
O=C(Nc1ccccc1N1CCCC1)c1ccc2c(c1)OCO2,-18%,0%,-2%,-1.9%,10%,-21%,-2%,-1%,-5%[56.9 µM]
Cc1ccc(-c2ccc(/C=N/O)o2)cc1[N+](=O)[O-],-26%,-4%,10%,4.0%,-2%,-14%,0%,3%,12%
O=C(N/N=C1\CCCc2ccccc21)c1cccc(Br)c1,-24%,4%,2%,0.2%,13%,7%,0%,-2%,-4%
O=C(CCOc1ccccc1)Nc1ccnn1C1CCN(C(=O)CCC(F)(F)F)CC1,-15%,7%,-11%,1.3%,38%,15%,-11%,1%,-5%
O=C1/C(=C/c2cccc(F)c2)Oc2cc(O)ccc21,-27%,-13%,-1%,4.0%,-10%[57.1 µM],-16%,-27%,-14%,-37%
Cc1nn(C(=O)c2cccs2)c(C)c1CN1C(=O)c2ccccc2C1=O,-12%,3%[57.1 µM],0%,1.4%,18%[57.1 µM],1%,0%,1%,21%
C=CCOC(=O)C1=C[C@H](c2ccc(Br)cc2)[C@@H](CCCO)[C@H](OCC)O1,-32%,2%[57.1 µM],-2%,-1.3%,18%,u,2%,1%,-17%
COc1ccccc1Nc1ccc(S(=O)(=O)N2CCCCC2)cc1[N+](=O)[O-],-5%,-16%,3%,-0.6%,u,-4%,-12%,0%,24%
CN(C)S(=O)(=O)c1ccc(NC(=O)C2CC(=O)N(Cc3ccccc3Cl)C2)cc1 (configuration not stated),-22%,4%,6%,-0.1%,16%,-9%,6%,-4%,7%
CCN(CC(=O)Nc1ccccc1C(F)(F)F)C(=O)CSCC(=O)Nc1cc(C)on1,2%,-15%,0%,-1.8%,-19%,u,-27%,3%,-31%
CC(=N\O)/C(CN(C)C)=N/O,-11%,-2%,-1%,-0.2%,2%,-23%,-1%,1%,-27%
O=C(Nc1ccc(F)c(Cl)c1)c1ccccc1,-33%,-2%,-5%,-0.8%,3%,u,6%,-1%,11%
O=C(Nc1ccc2[nH]c(=O)[nH]c2c1)c1ccc(Br)o1,-25%,-2%,18%,-0.9%,-4%,x,3%,-12%,-15%
CN(C)c1ccc(C(C(=O)NCC2CCCO2)N(C(=O)c2snc(C(N)=O)c2N)c2ccccc2)cc1 (configuration not stated),-18%,-4%,-1%,u,-7%,6%,-1%,0%,2%
Cc1ccc(S(=O)(=O)Cc2ccc(C(=O)NCCCN3CCN(C)CC3)o2)cc1,-23%,-7%,7%,0.4%,-13%,-23%,-2%,-1%,-16%
Brc1cccc(Cn2c(-c3cncs3)nc3ccccc32)c1,-17%,4%,2%,-1.9%,-1%,u,-11%,-6%,-8%

# The list is partial, so the mix of outcomes need not match the whole.
